# Screens deposited in PubChem by several laboratories.
# AHR activator = AHR activators, primary screen, cell-based, luminescence, luciferase reporter, human. 320,000 tested, 2.5% active. activation, % at 5 µM. AID 2796, 2010. Aryl hydrocarbon receptor (Homo sapiens), P35869. AHR-responsive luciferase reporter cells; in the data active = activation above about 47%;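 also: 0% = vehicle wells and 100% = reference agonist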
# MEP2 TOR yeast = modulators of MEP2-GFP levels in yeast, primary screen, S. cerevisiae, multiplex flow cytometry, MLPCN library; S. cerevisiae MEP2-GFP strain, 3 h; 100% = DMSO control level; 330,000 tested, 0.51% active; GFP response vs DMSO, % at 10 µM; AID 2016, 2009;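 active = GFP response versus DMSO above a set limit, roughly screen mean plus 3 SD, cut at about 180% in these data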;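 also: median GFP fluorescence of the barcode-gated MEP2-GFP cells per well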
# RPL19A TOR yeast = RPL19A-GFP expression modulators in yeast, primary screen, cell-based, S. cerevisiae, multiplex flow cytometry, MLPCN; percent response vs DMSO, % at 10 µM; 330,000 tested, 0.3% active; S. cerevisiae RPL19A-GFP strain, 3 h; stronger effect = lower value;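 active = percent response vs DMSO below 50%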;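 also: median channel GFP fluorescence of the barcoded RPL19A-GFP strain; ratio of sample median GFP to plate DMSO average so 100% = DMSO; lower means less RPL19A-GFP as with rapamycin TOR inhibition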
# procasp3 activ = activators of human procaspase-3 D3A mutant, primary screen, biochemical, absorbance, PC-3 D3A mutant, single concentration. Caspase-3 (Homo sapiens), P42574. recombinant procaspase-3 D3A, Ac-DEVD-pNA absorbance 405 nm. activation, % at 8.5 µM. 330,000 tested, 0.11% active;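 active = activation above the mean of all tested compounds plus 3 SD, cut at about 21% in these data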;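 also: 0% = DMSO alone and 100% = DMSO wells spiked with extra 5 µM PC-3 D3A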
# Target sequence (P42574 whole entry D9A/D28A/D175A): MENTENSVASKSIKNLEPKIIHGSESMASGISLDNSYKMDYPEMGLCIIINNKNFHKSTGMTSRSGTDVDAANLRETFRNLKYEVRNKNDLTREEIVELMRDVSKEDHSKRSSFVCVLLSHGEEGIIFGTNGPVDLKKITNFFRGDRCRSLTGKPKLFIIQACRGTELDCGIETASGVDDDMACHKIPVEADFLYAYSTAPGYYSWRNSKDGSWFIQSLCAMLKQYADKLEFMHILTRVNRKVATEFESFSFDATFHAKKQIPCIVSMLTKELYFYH
#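 Test system: Procaspase-3 D3A mutant; medium: Zinc-free HEPES/NaCl buffer with 0.01% Triton X-100 at pH 7.4; reagent: DEVD-pNA substrate; doses: one concentration, 8.5 µM nominal, 0.8% DMSO; times: 1 h preincubation plus 2 h reaction at 25 °C; signal: Epi-absorbance at 405 nm of released p-nitroaniline, 0 and 120 min; replicates: singlicate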
# CR mimetic SO = reduction of superoxide in aged yeast, primary screen, HTS; S. cerevisiae aged cells, superoxide DHE fluorescence; stronger effect = lower value; 330,000 tested, 0.18% active; AID 2690, 2010; superoxide response (% of plate mean), % at 10 µM;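 active = superoxide response under a set limit, about three screen SD below normal, cut at about 65% in these data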;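 also: yeast aged for seven days with compound at 30 °C before DHE staining; 100% = average MFI of all compound-treated wells on the plate with controls excluded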
# GASC-1 inh = inhibitors of GASC-1 histone demethylase, primary screen, biochemical, fluorescence, DELFIA europium; Lysine-specific demethylase 4C (Homo sapiens), Q9H3R0; 330,000 tested, 0.069% active; inhibition, % at 2.35 µM; GST-JMJD2C(1-420) H3K9me3 demethylation; AID 2099, 2009;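 active = more than half of a compound's replicate wells show inhibition beyond 50%, single wells judged on their own value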;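 also: signal counts dimethyl H3K9 product captured on neutravidin plate; 0% = median of DMSO wells and 100% = 0.3 times that DMSO median; strong numbers were not always called active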
# Target sequence (Q9H3R0 1-420 limits assumed): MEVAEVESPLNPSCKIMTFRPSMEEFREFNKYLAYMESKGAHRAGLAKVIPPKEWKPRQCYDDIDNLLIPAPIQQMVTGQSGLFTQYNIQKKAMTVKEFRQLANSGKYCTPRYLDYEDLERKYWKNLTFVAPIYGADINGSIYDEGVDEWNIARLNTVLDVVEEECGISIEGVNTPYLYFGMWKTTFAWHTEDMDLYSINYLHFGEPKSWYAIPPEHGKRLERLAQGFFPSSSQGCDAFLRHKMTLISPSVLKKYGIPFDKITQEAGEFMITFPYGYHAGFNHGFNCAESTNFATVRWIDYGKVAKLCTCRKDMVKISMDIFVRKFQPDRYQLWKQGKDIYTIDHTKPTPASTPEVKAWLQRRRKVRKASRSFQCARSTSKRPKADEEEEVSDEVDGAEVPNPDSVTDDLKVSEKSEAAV
# LAP4-GFP MLPCN = modulators of LAP4-GFP expression in yeast, primary screen, S. cerevisiae, multiplex flow cytometry, MLPCN library; 3 h; median GFP as percent of DMSO wells; GFP response vs DMSO, % at 10 µM; 320,000 tested, 0.34% active; AID 2023, 2009;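 active = GFP response vs DMSO above a set limit, about the screen mean plus 3 SD, cut at about 150% in these data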
# proCasp7 act = procaspase-7 activators, primary screen, counter-screen for procaspase-3 activator project, biochemical, absorbance, HTS, human; 330,000 tested, 0.093% active; recombinant procaspase-7, Ac-DEVD-pNA absorbance 405 nm; D23A/D198A/D206A triple mutant, cannot self-cleave; scale: DMSO 0, 5 µM enzyme 100; Caspase-7 (Homo sapiens), P55210; activation, % at 8.5 µM;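 active = percent activation above the screen-wide mean plus 3 SD, cut at about 25% in these data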
# Target sequence (P55210 whole entry D23A/D198A/D206A): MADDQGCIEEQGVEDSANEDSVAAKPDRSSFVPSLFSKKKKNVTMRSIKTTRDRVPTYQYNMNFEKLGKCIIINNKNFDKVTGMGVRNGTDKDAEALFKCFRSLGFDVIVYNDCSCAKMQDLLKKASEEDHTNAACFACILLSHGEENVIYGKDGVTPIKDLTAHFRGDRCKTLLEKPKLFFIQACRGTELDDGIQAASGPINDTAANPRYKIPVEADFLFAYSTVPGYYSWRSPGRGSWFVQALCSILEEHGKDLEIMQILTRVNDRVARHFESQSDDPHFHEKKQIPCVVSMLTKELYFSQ
#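 Assay system – Uncleavable procaspase-7 mutant enzyme · Quantity – 2 µM procaspase-7 mutant as dispensed · Times – 1 h preincubation, 2 h reaction · Dosing – single nominal 8.5 µM compound dose, 0.8% DMSO final · Buffer or medium – Zinc-free 50 mM HEPES buffer, pH 7.4, with NaCl and Triton X-100 · Detection – Epi-absorbance of released pNA at 405 nm, two timepoints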
# Active calls of the source: *; / = no result given. The order is random, and some 3.8% of all compounds hit somewhere here.
SMILES,AHR activator,MEP2 TOR yeast,RPL19A TOR yeast,procasp3 activ,CR mimetic SO,GASC-1 inh,LAP4-GFP MLPCN,proCasp7 act
COc1cc2c(cc1OC)CN(C(=O)CSc1nc(N)c(C#N)cc1C#N)CC2,8,102,93,-12,99,3,97,-15
COCC(=O)N1CCC(Oc2ccc(C(=O)NC3Cc4ccccc4C3)cc2)CC1,-12,107,104,2,97,4,94,-2
O=[N+]([O-])c1ccc2c(c1)[nH]c(=S)n2-c1ccccc1,0,97,89,-13,113,-13,101,-16
Cc1ccc2nc(C)cc(C(=O)NC3CCCCCC3)c2c1,8,91,100,-4,123,0,83,-4
CCc1nc2ccccc2n1CC(=O)OCC(=O)N(CC(C)C)c1c(N)n(Cc2ccccc2)c(=O)[nH]c1=O,0,108,109,3,99,3,109,5
CC(=O)c1c(C)oc2ccc(O)c(CN3CCOCC3)c12,3,100,100,4,95,-1,93,7
N#Cc1cccc(NC(=O)CSc2cccc[n+]2[O-])c1,2,100,100,2,95,2,91,0
CCC(=O)NCCc1c[nH]c2ccccc12,19,98,102,-3,91,1,105,5
CCOC(=O)c1c(C)nc(-c2ccccc2)nc1NC(C)=O,40,98,96,-2,102,1,102,-3
Cc1ccccc1/C=C/c1cc[n+](C)cc1,15,96,98,-2,98,-1,104,-3
Cc1ccc(NC(=O)CCNS(=O)(=O)c2ccc3[nH]c(=O)oc3c2)cc1N(C)C,1,101,99,3,84,4,101,1
O=C(C1=C(O)C(=O)N(CCCN2CCOCC2)C1c1ccc(Cl)cc1)c1cc2ccccc2o1 (centres undefined),3,96,98,-5,95,-8,98,-30
CCOC(=O)c1cc(NC(=O)N(C(C)C)C2CCCCC2)c(C)nc1C,0,99,101,1,98,-3,97,11
O=C1NCCSC1c1ccccc1 (centres undefined),-3,95,97,4,94,11,96,-6
COC(=O)c1sc(NC(=O)COc2ccc(OC)cc2)nc1C,0,106,100,0,86,29,113,6
COCCCNC(=S)N/N=C/c1ccc(OC)c(Br)c1,20,95,92,-2,99,-13,107,0
O=C(c1ccc(-c2ccccc2)cc1)N1CCN(c2ccccc2F)CC1,1,103,102,6,98,-2,95,10
Cc1nnc(NC(=O)CSC2=NN3CCCC(=O)N=C3S2)s1,2,104,102,0,89,2,96,-7
N=c1c(S(=O)(=O)c2ccc(Cl)cc2)cc2c(=O)n3ccccc3nc2n1Cc1ccco1,1,105,102,-10,94,-25,102,-8
CCOC(=O)C1CCCN(C(=O)C2CCN(S(=O)(=O)c3ccc4ccccc4c3)CC2)C1 (centres undefined),0,113,94,4,97,-3,77,9
CC(=O)Nc1cccc(-c2nnc(-c3ccccc3)o2)c1,-7,107,102,-5,87,-4,91,-6
Cc1nnsc1Sc1ccccc1C(=O)O,2,97,98,-2,108,-8,94,-1
Cc1ccc(-c2csc3nc[nH]c(=O)c23)c(C)c1,-7,101,102,7,94,-8,93,1
COc1cc(NC(=O)COc2ccc(-n3cnnn3)cc2)c(OC)cc1Cl,-1,107,115,-2,95,-2,124,1
COc1ccccc1C(=O)n1nc(-c2cccnc2)nc1N,-1,96,93,4,101,6,90,4
O=C(NC(=S)Nc1ccccc1[N+](=O)[O-])c1ccccc1,30,103,96,-40,102,1,103,-33
Cc1nnc(NC(=O)CCN2C(=O)/C(=C\c3ccccc3)SC2=S)s1,3,101,99,0,101,8,99,3
CCN1C(=O)c2cccc3c(S(=O)(=O)N(C(=O)c4cccnc4)c4ccc(OC)cc4)ccc1c23,3,99,103,7,100,28,94,1
FC(F)(F)c1ccc(NC2=NCCC2)cc1,6,105,107,2,89,-14,98,0
COC(=O)c1c(NC(=O)Cc2ccccc2)sc2c1CCN(C(C)C)C2,0,95,91,-2,86,-6,98,1
CCn1cc([N+](=O)[O-])c(C(=O)Nc2ccc(Br)cn2)n1,16,104,97,1,84,-10,100,7
CCCS(=O)(=O)N1CCCC(C(=O)N2CCOCC2)C1 (centres undefined),1,96,99,-5,102,-4,99,12
NNC(=S)Nc1cccc(Cl)c1,8,103,108,-6,92,-2,99,-8
Cc1cc(Cl)ccc1OCC(=O)OCC(=O)Nc1ccc(F)c([N+](=O)[O-])c1,3,102,103,-1,102,-8,102,-2
C=CCOC(=O)C(C#N)c1nc2ccccc2nc1N1CCC(C(=O)OCC)CC1 (centres undefined),1,102,100,0,95,-6,101,-12
O=[N+]([O-])c1cc(N=Nc2ccc3ccccc3c2)ccc1O,19,112,104,1,98,9,104,0

# Record cards (already shown). Values in the order: AHR activator	MEP2 TOR yeast	RPL19A TOR yeast	procasp3 activ	CR mimetic SO	GASC-1 inh	LAP4-GFP MLPCN	proCasp7 act
# `CCN1C(=O)c2cccc3c(S(=O)(=O)N(C(=O)c4cccnc4)c4ccc(OC)cc4)ccc1c23` reads 3	99	103	7	100	28	94	1
# `C=CCOC(=O)C(C#N)c1nc2ccccc2nc1N1CCC(C(=O)OCC)CC1` (centres undefined) reads 1	102	100	0	95	-6	101	-12
# `O=C(NC(=S)Nc1ccccc1[N+](=O)[O-])c1ccccc1` reads 30	103	96	-40	102	1	103	-33

# Remaining list, next part.
SMILES,AHR activator,MEP2 TOR yeast,RPL19A TOR yeast,procasp3 activ,CR mimetic SO,GASC-1 inh,LAP4-GFP MLPCN,proCasp7 act
CC(=O)c1c(C)[nH]c(C(=O)OCC(=O)NCCc2ccc(F)cc2)c1C,25,97,97,1,87,0,93,0
CCN(CC)S(=O)(=O)c1ccc(N2Cc3ccccc3C2=N)cc1,-2,103,100,2,79,1,104,1
O=C(O)c1nn2c(c1Br)NC(c1ccccc1)CC2C(F)(F)F (centres undefined),0,94,98,-4,99,20,110,12
CCc1ccc(CN(C)C(=O)c2cc(S(=O)(=O)N3CCOCC3)ccc2N2CCCC2)cc1,3,104,99,0,106,-8,100,-6
O=C(COC(=O)c1ccncc1)Nc1ccccc1,-1,100,100,-5,95,-3,108,-4
Cc1nnc2n(-c3ccccc3)c(=O)c3c4c(sc3n12)COC(C(C)C)C4 (centres undefined),6,152,93,6,109,4,92,10
Cc1ccccc1S(=O)(=O)Nc1nc2ccccc2nc1N1CCOCC1,4,92,96,-5,98,12,94,5
CCn1nnc(-c2ccc(N)cc2)n1,1,103,107,0,103,-14,93,6
CNC(=O)NC(=O)C(C)OC(=O)c1ccc(Cl)c(S(=O)(=O)Nc2ccc(F)cc2)c1 (centres undefined),0,111,108,1,103,-3,103,15
COc1ccc(-n2c(COc3ccc(C)cc3)nnc2SCC(=O)O)cc1,-2,109,106,2,99,5,94,-5
O=c1c2ccccc2nc2c3ccccc3c(NCCN3CCOCC3)nn12,13,94,94,3,113,16,101,-5
O=Cc1cc2ccccc2nc1SCc1ccc(Cl)c(Cl)c1,5,100,101,0,110,-8,108,6
Cc1cnc(C(=O)OCC(=O)Nc2ncc(Cl)cc2Cl)cn1,3,103,93,0,86,2,97,-4
O=C(NNC(=O)C1CC1)c1cc(Br)c(Br)s1,10,109,101,12,87,0,98,2
CC(C)NC(=O)CSc1ncccc1-c1nc2ccccc2[nH]1,5,104,104,-6,92,15,96,-6
CN1CCN(S(=O)(=O)c2cccc(C(=O)Nc3cccc([N+](=O)[O-])c3)c2)CC1,1,102,93,0,101,-8,109,12
Cc1c(Br)c([N+](=O)[O-])nn1CC(=O)NCc1cccs1,-3,99,100,5,128,11,97,10
O=C(Nc1ncnc2sc3c(c12)CCCCC3)c1ccc(F)cc1,26,110,99,7,99,-8,103,9
O=C(CN(Cc1ccccc1)S(=O)(=O)c1ccc(F)cc1)NCc1ccncc1,0,102,102,-4,95,1,100,-3
Cc1ccc(Nc2cc(C)nc3nc(C)nn23)cc1,124*,103,99,5,93,-5,104,6
CCCCN(C)C(=O)c1cc2cc3ccc(OC)cc3nc2s1,-6,102,102,4,116,-14,108,-1
O=C(Nc1cccc2ncccc12)C(c1ccccc1)c1ccccc1,0,119,95,4,98,0,86,-2
COC(=O)/C=C1\N/C(=N\c2nc(C)cc(C)n2)N(c2ccccc2)C1=O,3,93,98,-8,101,3,97,2
COC(=O)Nc1ccc(S(=O)(=O)N2CCCC(C(=O)NC3CCS(=O)(=O)C3)C2)cc1 (centres undefined),0,105,102,1,100,19,97,2
CCCC(=O)N1CCc2cc(-c3nc(N)sc3C)ccc21,-8,90,96,-10,89,11,103,-12
O=C(COC(=O)c1ccc(F)cc1Cl)Nc1cccc(S(=O)(=O)N2CCOCC2)c1,-1,92,98,10,101,/,97,3
O=C(NNC1=Nc2ccccc2SC1)c1ccc(F)cc1,74*,103,103,-5,99,3,105,5
CCCCN(CCCC)C(=S)NC(=O)C(C)(C)C,1,107,99,0,106,6,100,2
O=C(NC1(C(F)(F)F)NC(=O)N(C2CCCCC2)C1=O)c1cccs1 (centres undefined),2,107,103,-4,117,-15,104,-3
COc1cc(COc2ccc3c(C)c(Cc4ccccc4)c(=O)oc3c2)cc(OC)c1OC,1,87,96,5,107,-3,88,7
COc1cc(Br)ccc1NC(=O)c1ccccc1-c1ccccc1C(=O)O,5,96,100,-5,104,7,92,8
Cc1cccc(NC(=O)CCSc2ccccn2)c1,-1,101,105,13,104,9,96,9
Cc1nonc1C1CCCN1Cc1nc(-c2ccc(F)cc2F)oc1C (centres undefined),5,105,106,5,88,27,102,0
Nc1c(Cl)cc(-c2cn(CCC(=O)O)c(-c3ccncc3)n2)cc1Cl,1,102,98,1,100,2,99,14
Cc1csc(NC(=O)Cc2ccc(Br)cc2)n1,8,96,91,-1,105,2,92,1
CC(=O)Nc1sc(C)c(C)c1C(=O)OCC(=O)NCc1ccc(Cl)cc1,3,95,98,9,97,6,94,15
Cn1nnnc1Sc1ncnc2scc(-c3ccc[nH]3)c12,9,91,93,-19,102,-3,97,-26
C=CCNC(=O)c1ccccc1NC(=O)c1ccc(Cl)c(S(=O)(=O)Nc2ccccc2)c1,1,99,95,0,104,3,100,10
O=c1[nH]c2ccc(NCc3ccccc3OCc3ccc(Cl)cc3)cc2[nH]1,5,103,100,-15,107,2,94,-8
CC(=O)Nc1ccc(C(=O)OCc2ccccc2Br)cc1,-1,91,88,5,98,24,132,-4
Cc1ccc(-c2cn(-c3ccc(SC(F)F)cc3)c3[n+]2CCC3)cc1,2,96,105,-5,84,3,98,-10
CCN(C(=O)COC(=O)/C(C#N)=C/c1ccc(N(C)C)cc1)C1CCS(=O)(=O)C1 (centres undefined),-1,105,98,-5,113,1,92,5
